# Bioassay records (PubChem BioAssay)
# TROY signal inh = inhibitors of TROY-dependent NF-kB signaling. Q293 LMP1-TROYcd NF-kB luciferase reporter, 4 h. inhibition, % at 10 µM. 360,000 compounds, 0.98% hits;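 active means compounds whose plate-normalised and pattern-corrected inhibition of the luciferase reporter signal at the single screening dose is 50% or more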
# NR5A2 inv ag = inverse agonists of human LRH-1 (NR5A2). O00482. HEK293T StAR-luciferase reporter, LRH-1 transfected, 24 h. inhibition, % at 3.6 µM. 360,000 compounds, 0.13% hits. AID 602396;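 active means inhibition above the mean inhibition of all tested compounds plus 3 SD, cut at about 73% in these data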;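 further: 0% = DMSO wells and 100% = reporter-only cells lacking LRH-1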
# TLR9-MyD88 block = TLR9-MyD88 interaction inhibition | 340,000 compounds, 0.21% hits | Q9NR96+Q99836 | inhibition, % at 4.98 µM | CHO BLA complementation TLR9-MyD88, CCF4 FRET ratio;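 active means inhibition above the mean over all tested compounds plus 3 SD, cut at about 21% in these data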;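 further: 0% = DMSO only wells and 100% = clavulanate BLA inhibitor control wells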
# TWEAK-Fn14 inh = blocks TWEAK-Fn14 interaction in a reporter cell assay | TWEAK-stimulated Fn14 reporter cells, luciferase luminescence, 8 h | AID 1159606 | inhibition, % at 10 µM | 360,000 compounds, 2% hits; in the data active means inhibition above about 50%
# Granule exo inh = lytic granule exocytosis inhibition; TALL-104 LAMP-1 surface exposure, flow cytometry; cells stimulated with thapsigargin and PMA; inhibition, % at 10 µM; 360,000 compounds, 0.66% hits;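 active means inhibition above about 55%, limit read from the data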
# SRC1 inh = inhibits human SRC1 coactivator | Q15788 | HEK293 GAL4-SRC1 luciferase reporter, luminescence | inhibition, % at 3.6 µM | 360,000 compounds, 0.12% hits | AID 588354;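 active means inhibition above the campaign mean plus 3 SD, with each screening campaign given its own cutoff, cut at about 60% in these data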;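 further: 0% = DMSO treated cells and 100% = gossypol at 36 µM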
# NCOA2 inhibitor = inhibits human steroid receptor coactivator 2 | Q15596 | HEK293 GAL4-SRC2 luciferase reporter, luminescence | inhibition, % at 9 µM | 370,000 compounds, 0.17% hits | AID 651957;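 active means inhibition above the mean inhibition of all tested compounds plus 3 SD, set per campaign, cut at about 52% in these data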;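 further: 0% = DMSO treated cells and 100% = cells given Gossypol at 36 µM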
# SRC3 inh = inhibits human SRC3 coactivator; Q9Y6Q9; 360,000 compounds, 0.17% hits; HEK293 GAL4-SRC3 luciferase reporter, luminescence; inhibition, % at 3.6 µM; AID 588352;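 active means inhibition above a per-campaign cutoff, the mean of all compounds plus 3 SD, cut at about 60% in these data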;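 further: 0% = DMSO-treated cells and 100% = gossypol-treated cells at 36 µM; higher means less SRC3-driven luciferase light from the GAL4 reporter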
# ABHD5-PLIN5 inh = inhibitors of human ABHD5-perilipin-5 interaction; Split G. princeps luciferase complementation, luminescence, 4 h; inhibition, % at 4 µM; 360,000 compounds, 0.78% hits; Q00G26+Q8WTS1;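 active means inhibition above the mean inhibition across every tested compound plus 3 SD, cut at about 22% in these data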;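 further: 0% = DMSO only wells and the 100% control is not disclosed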
# Target sequence (Q00G26 whole entry, looked up): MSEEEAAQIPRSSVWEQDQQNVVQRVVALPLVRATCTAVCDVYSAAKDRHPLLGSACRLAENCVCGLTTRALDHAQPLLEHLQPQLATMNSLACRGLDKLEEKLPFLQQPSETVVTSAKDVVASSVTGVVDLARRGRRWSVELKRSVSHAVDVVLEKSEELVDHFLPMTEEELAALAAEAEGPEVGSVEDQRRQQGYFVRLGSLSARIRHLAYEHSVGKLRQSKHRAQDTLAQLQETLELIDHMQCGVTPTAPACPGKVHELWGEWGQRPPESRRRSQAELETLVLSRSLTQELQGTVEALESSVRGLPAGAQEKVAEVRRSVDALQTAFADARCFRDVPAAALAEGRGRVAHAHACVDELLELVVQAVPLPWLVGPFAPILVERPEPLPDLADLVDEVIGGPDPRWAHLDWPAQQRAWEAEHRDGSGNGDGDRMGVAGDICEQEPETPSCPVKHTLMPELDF
# Target sequence (Q8WTS1 whole entry, looked up): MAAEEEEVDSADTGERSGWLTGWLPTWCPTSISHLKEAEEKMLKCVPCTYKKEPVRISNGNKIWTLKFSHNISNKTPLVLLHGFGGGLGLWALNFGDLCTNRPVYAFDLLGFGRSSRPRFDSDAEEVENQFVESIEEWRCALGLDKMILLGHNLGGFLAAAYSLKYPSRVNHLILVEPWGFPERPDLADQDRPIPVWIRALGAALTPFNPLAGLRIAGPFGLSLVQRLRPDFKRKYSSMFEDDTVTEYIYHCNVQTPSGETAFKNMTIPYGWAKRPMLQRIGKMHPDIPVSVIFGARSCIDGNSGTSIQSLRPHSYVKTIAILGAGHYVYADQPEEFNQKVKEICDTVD
# NR2F2 inh = NR2F2 (human) inhibition, primary screen; P24468; HEK293T NGFI-A luciferase reporter, luminescence; inhibition, % at 8.6 µM; 370,000 compounds, 0.7% hits;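 active means inhibition above a per-plate cutoff, mean inhibition of test wells between control levels plus 3 SD, cut at about 38% in these data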;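 further: cells cotransfected with COUP-TFII expression vector driving the NGFI-A reporter; 0% = median of COUP-TF2 test wells and 100% = reporter-only cells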
# NOD2-RIPK2 inh = blocks binding of human NOD2 to RIPK2. CHO BLA complementation NOD2-RIPK2, CCF4 ratio. inhibition, % at 4.98 µM. 360,000 compounds, 0.38% hits; in the data active means inhibition above about 21%;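 further: 0% = vehicle only and 100% = reference blocker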
# * = called active by the depositor; x = not tested or not shown. The list is partial; count on the stated rates, not on these rows.
SMILES,TROY signal inh,NR5A2 inv ag,TLR9-MyD88 block,TWEAK-Fn14 inh,Granule exo inh,SRC1 inh,NCOA2 inhibitor,SRC3 inh,ABHD5-PLIN5 inh,NR2F2 inh,NOD2-RIPK2 inh
C[C@@H]1CN([C@H](C)CO)C(=O)CCCn2cc(nn2)CO[C@H]1CN(C)S(=O)(=O)c1ccc(F)cc1,-2,-10,x,3,-9,8,14,18,5,-10,-13
O=C(COc1ccc(Cl)cc1)N1CCN(S(=O)(=O)c2cc(F)ccc2F)CC1,-1,9,-3,7,-2,-7,-2,13,-2,6,9
Cc1cc(OCC(=O)NCC2CCC(C(=O)O)CC2)c2c(C)c(C)c(=O)oc2c1 (stereo not given),-4,-13,10,20,9,3,7,16,-2,7,4
Cc1c(Cl)cccc1NC(=O)C1CC2CCC1C2 (stereo not given),-6,-11,x,-3,3,10,21,12,1,-8,2
CC(C)C(=O)Nc1ccc(C(=O)Nc2ccc(S(=O)(=O)N3CCOCC3)cc2)cc1,-1,16,5,-1,4,5,x,-16,-1,x,-4
CCc1nc2c(OCc3cccc(OC)c3)cccn2c1N(C)C(=O)c1ccccc1F,-12,7,x,-14,-2,2,-39,0,4,4,2
C=CCOC(=O)C(=O)/C=C/c1coc2ccccc2c1=O,5,14,5,14,-4,6,-26,5,16,-15,9
COc1ccc(C)cc1Nc1nc(N)c2ccccc2n1,-42,-18,-3,-16,-1,-4,-7,-15,-11,5,-12
COc1ccccc1C(c1nnnn1C(C)C)N1CCN(C(=O)c2ccco2)CC1 (stereo not given),1,9,1,-12,1,-11,6,5,-3,-14,2
CC(C)N(Cc1ccccc1)C(=O)CCS(=O)(=O)c1ccc2c(c1)oc(=O)n2C,-15,-27,6,0,-2,3,-3,-1,-9,4,12
COC(=O)c1cn(C(=O)c2cc(C)cc(C)c2)c2ccccc12,-1,2,-7,-10,1,-5,-9,13,5,-15,-1
O=S1(=O)CC/C(=N\Nc2ccc(F)cc2)c2ccsc21,-12,9,-5,-7,0,-5,-31,14,5,2,3
COCCCN1Cc2cccc(C(=O)O)c2C1=O,12,-11,4,-2,1,-4,3,0,3,9,11
CN1CCN(NC(=O)c2ccc(Cl)cc2Cl)CC1,1,11,-14,20,-5,2,11,-21,-7,7,-13
COc1ccccc1NC(=O)CC1C(=O)NCCN1C(=O)Nc1ccccc1 (stereo not given),3,-5,-4,2,-1,-5,-9,0,-5,5,0
COc1ccc(NC(=S)NC2CCN(Cc3ccccc3)CC2)cc1OC,8,14,5,-17,9,-7,-13,8,1,-1,1
Cc1oc(-c2ccccc2)nc1C(=O)Nc1nccs1,-78,-30,5,12,1,-66,-50,-78,-9,-14,8
COc1cccc(OC)c1-c1nn2c(-c3ccco3)nnc2s1,-36,-46,-8,-31,-4,-27,-32,-7,5,-36,-8
OCC1OC(Oc2cccc3ccccc23)C(O)C(O)C1O (stereo not given),6,6,-5,6,8,17,-16,16,-1,6,0
COC(=O)C1CCN(C(=O)CN2C(=O)NC(CCc3ccccc3)C2=O)CC1 (stereo not given),3,-6,-8,-12,1,-2,-42,-9,9,-14,1
COc1ccc(-c2nn(-c3ccccc3)cc2/C=C/C(=O)OCC(=O)Nc2ccc(C#N)cc2)cc1,3,4,1,34,-1,9,x,5,2,x,-4
CC(C)C(C(=O)NC1CCCC1)N(Cc1ccco1)C(=O)CNS(=O)(=O)c1ccccc1 (stereo not given),0,2,1,6,9,6,-21,3,2,2,-1
CCc1nc(SCc2cc(=O)[nH]c3ccccc23)c2c(C)c(C)sc2n1,26,-18,-2,-4,-1,-29,10,12,5,4,-10
Cc1noc(C)c1COc1ccccc1C(=O)NCCc1ccccc1,-6,-27,3,-26,-2,-10,-11,-4,7,-1,-10
CCn1ccc2cc(OC)ccc2c1=S,7,-3,-9,-2,4,-10,1,-30,-1,-8,7

# At a glance, three of the compounds above:
SMILES,TROY signal inh,NR5A2 inv ag,TLR9-MyD88 block,TWEAK-Fn14 inh,Granule exo inh,SRC1 inh,NCOA2 inhibitor,SRC3 inh,ABHD5-PLIN5 inh,NR2F2 inh,NOD2-RIPK2 inh
CCc1nc(SCc2cc(=O)[nH]c3ccccc23)c2c(C)c(C)sc2n1,26,-18,-2,-4,-1,-29,10,12,5,4,-10
Cc1noc(C)c1COc1ccccc1C(=O)NCCc1ccccc1,-6,-27,3,-26,-2,-10,-11,-4,7,-1,-10
CCn1ccc2cc(OC)ccc2c1=S,7,-3,-9,-2,4,-10,1,-30,-1,-8,7

# Laid out differently: results already given
OCC1OC(Oc2cccc3ccccc23)C(O)C(O)C1O (stereo not given)
  TROY signal inh: 6 | NR5A2 inv ag: 6 | TLR9-MyD88 block: -5 | TWEAK-Fn14 inh: 6 | Granule exo inh: 8 | SRC1 inh: 17 | NCOA2 inhibitor: -16 | SRC3 inh: 16 | ABHD5-PLIN5 inh: -1 | NR2F2 inh: 6 | NOD2-RIPK2 inh: 0
COc1ccc(C)cc1Nc1nc(N)c2ccccc2n1
  TROY signal inh: -42 | NR5A2 inv ag: -18 | TLR9-MyD88 block: -3 | TWEAK-Fn14 inh: -16 | Granule exo inh: -1 | SRC1 inh: -4 | NCOA2 inhibitor: -7 | SRC3 inh: -15 | ABHD5-PLIN5 inh: -11 | NR2F2 inh: 5 | NOD2-RIPK2 inh: -12
Cc1cc(OCC(=O)NCC2CCC(C(=O)O)CC2)c2c(C)c(C)c(=O)oc2c1 (stereo not given)
  TROY signal inh: -4 | NR5A2 inv ag: -13 | TLR9-MyD88 block: 10 | TWEAK-Fn14 inh: 20 | Granule exo inh: 9 | SRC1 inh: 3 | NCOA2 inhibitor: 7 | SRC3 inh: 16 | ABHD5-PLIN5 inh: -2 | NR2F2 inh: 7 | NOD2-RIPK2 inh: 4
COCCCN1Cc2cccc(C(=O)O)c2C1=O
  TROY signal inh: 12 | NR5A2 inv ag: -11 | TLR9-MyD88 block: 4 | TWEAK-Fn14 inh: -2 | Granule exo inh: 1 | SRC1 inh: -4 | NCOA2 inhibitor: 3 | SRC3 inh: 0 | ABHD5-PLIN5 inh: 3 | NR2F2 inh: 9 | NOD2-RIPK2 inh: 11

# Additional records.
SMILES,TROY signal inh,NR5A2 inv ag,TLR9-MyD88 block,TWEAK-Fn14 inh,Granule exo inh,SRC1 inh,NCOA2 inhibitor,SRC3 inh,ABHD5-PLIN5 inh,NR2F2 inh,NOD2-RIPK2 inh
O=C(CSc1nnc(CNC(=O)c2cccs2)o1)NCCc1ccccc1,-8,-5,-5,-7,1,13,19,3,5,-14,-12
CC1CCCN(C(=O)CN2C(=O)CSc3ccc(S(=O)(=O)N4CCOCC4)cc32)C1 (stereo not given),-8,6,-1,-2,0,-11,-1,11,4,-14,-10
Cc1nn(-c2ccccc2)c2nc(=O)n(-c3ccccc3)cc12,-17,-1,11,4,3,-9,19,9,3,-6,1
CSCC[C@H](NC(=O)OC(C)(C)C)C(=O)N1CCC(C(=O)NCC(=O)Nc2ccc(C)cc2)CC1,-17,3,-5,-11,5,3,-32,10,0,10,2
Cc1ccc(NC(=O)Nc2ccc(F)cc2)nc1,-53,-90,13,0,2,-101,-19,-72,-2,-50,9
CC1C(=O)C(C)C(c2ccccc2)N(N=O)C1c1ccccc1 (stereo not given),-17,8,3,7,0,7,19,-12,-3,0,6
CN(C)c1ccc(C2C=C(c3ccc(Cl)cc3OC(F)F)Nc3ncnn32)cc1 (stereo not given),18,-11,6,7,-1,12,0,-4,-6,6,2
C/C(Cn1cnc([N+](=O)[O-])n1)=N\NC(=O)c1ccccc1O,-45,-77,-5,-27,-2,-67,-27,-18,1,-22,7
Cn1c(N)c(C(=O)COC(=O)[C@@H]2CCCN2S(=O)(=O)c2ccc(Cl)cc2)c(=O)n(C)c1=O,4,5,-16,-2,2,1,-12,4,-3,-14,-12
COc1c(/C=N/NC(=O)c2ccncc2)c(CCN(C)C(C)=O)cc2c1OCO2,6,-15,-5,-5,-5,4,-8,0,2,8,2
CCOc1ccc(NC(=O)C2CCCN(c3cnccn3)C2)cc1 (stereo not given),6,-13,7,-4,1,-10,10,7,7,12,-1
COc1cc(C(=O)NC2CCCCC2)ccc1OCc1ccc(Cl)cc1Cl,-13,17,-9,-17,-3,-9,-7,-9,-1,-33,-3
CCN(CC)S(=O)(=O)c1cc(C(=O)Oc2ccccc2OC)ccc1OC,14,12,-10,-18,2,2,-3,11,0,2,-2
CSC1=C(C#N)C(c2ccccc2)C(C(C)=O)=C(C)N1 (stereo not given),-10,7,-8,7,-1,-18,-9,8,-1,8,-6
CCOC(=O)[C@@H]1[C@H]2COc3ccccc3[C@@H]2N2C(=O)N(c3ccc(Br)cc3)C(=O)[C@]12C,-5,14,8,1,-2,21,-10,4,0,13,-3
COc1cccc(CNC(=O)CCC2CCCN(C/C=C/c3ccccc3OC)C2)c1 (stereo not given),0,-5,1,-18,-1,8,-4,2,4,-7,-3
COCCOc1ccc(C(F)(F)F)cc1NC(=O)c1ccc(F)cc1,0,-9,-8,3,-3,-15,20,14,-5,5,-8
COc1cc(OC)cc(C(=O)N[C@H](C(=O)OCC(=O)c2c[nH]c3ccccc23)C(C)C)c1,-13,11,2,-5,2,7,9,-4,0,14,-9
O=C(CCC1N=C2c3ccccc3N=C(SCC(=O)NCC3CCCO3)N2C1=O)NCc1ccc(F)cc1 (stereo not given),-2,-2,7,8,-1,5,-5,6,6,10,-12
Cc1ccc(N2CC(C(=O)NCc3n[nH]c(=O)c4ccccc34)CC2=O)cc1 (stereo not given),5,7,-3,-6,-2,-6,-11,-20,15,3,-8
